# From PubChem
# NR2F2 inh: NR2F2 transcriptional activity inhibitors, primary screen, cell-based, luciferase reporter, HEK293T, luminescence; HEK293T NGFI-A luciferase reporter; AID 686940, 2013; hit rate 0.7% among 370,000; inhibition, % at 8.6 µM; COUP transcription factor 2 (Homo sapiens), P24468;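 active = inhibition above a per-plate cutoff, mean inhibition of test wells between control levels plus 3 SD, cut at about 38% in these data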;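 note: cells cotransfected with COUP-TFII expression vector driving the NGFI-A reporter; 0% = median of COUP-TF2 test wells and 100% = reporter-only cells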
# Target sequence (P24468 whole entry, looked up): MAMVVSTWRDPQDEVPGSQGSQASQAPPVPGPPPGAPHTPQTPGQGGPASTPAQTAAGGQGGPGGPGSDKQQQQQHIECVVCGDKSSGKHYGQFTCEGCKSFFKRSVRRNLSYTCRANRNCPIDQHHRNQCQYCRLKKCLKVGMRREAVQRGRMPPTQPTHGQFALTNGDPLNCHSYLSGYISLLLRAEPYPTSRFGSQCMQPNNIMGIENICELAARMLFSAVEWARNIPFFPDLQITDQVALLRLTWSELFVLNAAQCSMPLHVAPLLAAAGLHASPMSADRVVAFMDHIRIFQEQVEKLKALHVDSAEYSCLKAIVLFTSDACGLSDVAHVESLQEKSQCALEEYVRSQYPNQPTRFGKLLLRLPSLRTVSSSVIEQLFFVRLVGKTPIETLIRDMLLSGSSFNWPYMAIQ
# NOD2 RIPK2 PPI: NOD2-RIPK2 binding disruptors in cells, primary screen, fluorescence, CHO cells, BLA complementation; CCF4 ratio; Receptor-interacting serine/threonine-protein kinase 2 (Homo sapiens), O43353; inhibition, % at 4.98 µM; hit rate 0.38% among 360,000; in the data active = inhibition above about 21%;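 note: 0% = vehicle only and 100% = reference blocker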
# Target sequence (O43353 whole entry, looked up): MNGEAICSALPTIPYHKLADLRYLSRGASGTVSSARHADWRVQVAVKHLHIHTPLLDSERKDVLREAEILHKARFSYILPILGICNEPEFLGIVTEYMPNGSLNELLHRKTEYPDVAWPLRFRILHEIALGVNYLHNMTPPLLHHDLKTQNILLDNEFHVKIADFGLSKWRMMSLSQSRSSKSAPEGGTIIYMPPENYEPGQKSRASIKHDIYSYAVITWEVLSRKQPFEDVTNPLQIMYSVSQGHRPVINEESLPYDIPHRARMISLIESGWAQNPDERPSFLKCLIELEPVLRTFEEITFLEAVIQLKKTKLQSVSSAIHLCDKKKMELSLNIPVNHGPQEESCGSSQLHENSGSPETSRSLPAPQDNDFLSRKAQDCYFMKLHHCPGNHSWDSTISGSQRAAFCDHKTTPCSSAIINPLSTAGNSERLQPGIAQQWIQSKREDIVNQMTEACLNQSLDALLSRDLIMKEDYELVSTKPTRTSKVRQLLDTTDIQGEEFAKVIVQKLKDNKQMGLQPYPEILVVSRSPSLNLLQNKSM
# SRC3 inh: SRC3 coactivator transcriptional activity inhibitors, primary screen, cell-based, luminescence; Nuclear receptor coactivator 3 (Homo sapiens), Q9Y6Q9; HEK293 GAL4-SRC3 luciferase reporter; inhibition, % at 3.6 µM; hit rate 0.17% among 360,000; AID 588352, 2011;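 active = inhibition above a per-campaign cutoff, the mean of all compounds plus 3 SD, cut at about 60% in these data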;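 note: 0% = DMSO-treated cells and 100% = gossypol-treated cells at 36 µM; higher means less SRC3-driven luciferase light from the GAL4 reporter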
# TWEAK-Fn14 inh: inhibitors of TWEAK-Fn14 signaling, primary screen, luciferase reporter cells, uHTS; hit rate 2% among 360,000; inhibition, % at 10 µM; TWEAK-stimulated Fn14 reporter cells, luciferase luminescence, 8 h; in the data active = inhibition above about 50%
# LRH-1 inv ag: LRH-1 (NR5A2) inverse agonists, primary screen, cell-based, luminescence, HEK293T, StAR-luciferase reporter; Nuclear receptor subfamily 5 group A member 2 (Homo sapiens), O00482; LRH-1 transfected, 24 h; hit rate 0.13% among 360,000; AID 602396, 2012; inhibition, % at 3.6 µM;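 active = inhibition above the mean inhibition of all tested compounds plus 3 SD, cut at about 73% in these data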;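 note: 0% = DMSO wells and 100% = reporter-only cells lacking LRH-1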
# C8 TRAIL sens: viability loss with TRAIL in NB7+C8 cells, primary screen, TRAIL sensitizer project, cell-based, ATPlite luminescence; inhibition (viability loss, TRAIL sensitization), % at 10 µM; hit rate 1% among 360,000;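 active = compounds causing at least 50% loss of cell viability in the single-dose screen, relative to plate controls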
# TLR9-MyD88 block: inhibitors of TLR9-MyD88 association in cells, primary screen, cell-based, CHO, BLA complementation, fluorescence; Toll-like receptor 9 (Homo sapiens) + Myeloid differentiation primary response protein …; CCF4 FRET ratio; inhibition, % at 4.98 µM; hit rate 0.21% among 340,000; AID 504734, 2011;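 active = inhibition above the mean over all tested compounds plus 3 SD, cut at about 21% in these data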;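 note: 0% = DMSO only wells and 100% = clavulanate BLA inhibitor control wells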
# TROY signal inh: inhibitors of TROY-driven NF-kB signaling, primary screen, Q293 LMP1-TROYcd cells, NF-kB luciferase, uHTS; hit rate 0.98% among 360,000; Q293 LMP1-TROYcd NF-kB luciferase reporter, 4 h; inhibition, % at 10 µM;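 active = compounds whose plate-normalised and pattern-corrected inhibition of the luciferase reporter signal at the single screening dose is 50% or more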
# NCOA1 inh: SRC1 coactivator transcriptional activity inhibitors, primary screen, cell-based, luminescence; Nuclear receptor coactivator 1 (Homo sapiens), Q15788; HEK293 GAL4-SRC1 luciferase reporter; inhibition, % at 3.6 µM; hit rate 0.12% among 360,000;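 active = inhibition above the campaign mean plus 3 SD, with each screening campaign given its own cutoff, cut at about 60% in these data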;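 note: 0% = DMSO treated cells and 100% = gossypol at 36 µM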
# EBV LMP1 NFkB: EBV LMP1-driven NF-kappaB luciferase reporter inhibitors, primary screen, cell-based, luminescence, single point; LMP1-induced NF-kappaB luciferase reporter cells; inhibition, % at 12.5 µM; hit rate 0.69% among 350,000; in the data active = inhibition above about 41%;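 note: 0% = neutral control wells and 100% = reference inhibitor control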
# SRC2 inh: inhibition of GAL4-SRC2 driven luciferase reporter, primary screen, SRC2 inhibitor project, cell-based, luminescence; Nuclear receptor coactivator 2 (Homo sapiens), Q15596; HEK293 GAL4-SRC2 luciferase reporter; inhibition, % at 9 µM; hit rate 0.17% among 370,000; AID 651957, 2012;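 active = inhibition above the mean inhibition of all tested compounds plus 3 SD, set per campaign, cut at about 52% in these data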;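 note: 0% = DMSO treated cells and 100% = cells given Gossypol at 36 µM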
# * = called active by the depositor; x = no result given. An excerpt, so the mix of outcomes need not match the whole.
SMILES,NR2F2 inh,NOD2 RIPK2 PPI,SRC3 inh,TWEAK-Fn14 inh,LRH-1 inv ag,C8 TRAIL sens,TLR9-MyD88 block,TROY signal inh,NCOA1 inh,EBV LMP1 NFkB,SRC2 inh
COc1ccc(CN2C(=O)C(CC(=O)NCC3CCCCC3)CC(C(=O)N(C(C)C)C(C)C)=C2C)cc1 (stereo unspecified),-5,-4,14,10,17,-1,-3,-4,2,3,10
Cn1c(=O)c2c(nc(CN3CCc4ccccc4C3)n2CC(=O)c2ccccc2)n(C)c1=O,0,2,23,16,31,12,-6,10,11,-4,-2
COc1cccc(/C=C2\C(=O)C(=O)c3ccccc32)c1,-9,-7,8,-16,4,-11,5,35,9,-6,-14
CN1C(=O)N(CC(=O)N2CCN(S(=O)(=O)/C=C/c3ccccc3)CC2)C(=O)C12CCCCC2,-14,-7,0,13,2,-11,0,4,2,3,10
CC(=O)Nc1ccc(S(=O)(=O)N2CCCC2C(=O)Nc2ccc3c(c2)OCCO3)cc1 (stereo unspecified),-7,-10,-1,-3,-12,0,1,-6,2,-1,-39
COCCNC(=O)C1(C)CCCN(C(=O)c2cccc3ccccc23)C1 (stereo unspecified),-3,-15,-38,-9,3,-4,x,-1,-3,x,-23
COCCNC(=S)N(Cc1cccnc1)Cc1ccc(OC)c(OC)c1,2,-7,9,-3,0,10,7,3,11,0,-3
COCCCNC(=O)c1ccc(Cn2c(=O)[nH]c3ccccc3c2=O)cc1,10,12,-15,10,-3,8,1,1,-3,-3,-25
Cc1cc(F)ccc1C(O)c1ncc(-c2cccc(OCc3ccccc3)c2)[nH]1 (stereo unspecified),-24,11,1,6,0,-2,x,23,-8,x,-17
CCN(CC)S(=O)(=O)N1CCC(C(=O)NCCC2=CCCCC2)CC1,-5,0,7,11,-4,-4,2,0,-8,1,18
Nc1ncc(Br)cc1S(=O)(=O)NC1CCCCC1,-2,-8,4,8,-18,-7,0,-2,3,-3,-10
CC(=O)c1ccc(OCc2cc(C(=O)N(C)C(C)c3ccon3)no2)cc1 (stereo unspecified),-3,-8,-22,84*,-8,-12,8,-6,0,-2,-18
c1ccc(CCCN2CCOCC2)cc1,13,-1,6,-14,-2,12,-14,25,-2,-2,-17
O=C(CSc1nc2sc3c(c2c(=O)n1-c1ccccc1)CCCC3)N/N=C/c1ccccc1C(=O)O,x,-3,-17,-4,13,-8,0,9,-26,2,x
CCOC(=O)c1sc(NC(=O)CN2C(=O)NC3(CC(C)CC(C)(C)C3)C2=O)cc1C (stereo unspecified),-10,7,10,-98,9,-9,3,-27,1,-4,-8
CCOc1ccc(N(CC(=O)N2CCCCCC2)S(C)(=O)=O)cc1,-15,0,10,-10,2,-13,4,2,9,7,-58
NS(=O)(=O)c1ccc(CCNC(=O)CSc2ccc(Cl)cc2)cc1,11,-1,6,1,15,-15,1,6,-6,4,-11
COc1ccc(S(=O)(=O)N2CCCC2CNC(=O)C(=O)Nc2ccc(C)cc2)cc1 (stereo unspecified),-2,-7,8,0,5,8,-9,-18,7,-1,-3
Cc1ccc(CCC(=O)Nc2ccc(N(C)C)cc2)o1,0,-6,-27,0,2,-16,9,-7,-29,-6,-39
CCNC(=O)c1ccc(OCC(=O)Nc2ccc(F)cc2)c(OC)c1,-4,-19,-5,6,6,3,1,-4,-22,3,1
Cc1noc(COc2ccccc2OCC(N)=O)c1Cl,-2,-4,7,8,18,10,-2,17,-5,-6,15
CC(C)(CCl)C(=O)Nc1ccc(C(F)(F)F)cc1,19,2,-9,-14,-4,-8,4,-16,-6,-12,-21
Cc1cccc(NC(=S)N2CCCCC2)c1,1,5,-10,4,-3,-4,5,-50,-19,-2,-29
CC(C)c1cc(-c2cc(C(=O)Nc3ccccc3)on2)nc(NC2CCCC2)n1,7,1,-12,12,12,14,-4,7,-6,2,2
Cc1ccc(C(=O)NCCn2cc(SCC(=O)Nc3cc(C)on3)c3ccccc32)cc1,11,7,21,84*,-25,5,-9,73*,31,-18,6
Cn1nccc1-c1coc2c(C(=O)NCc3ccccc3)cccc12,-1,10,-9,-44,-45,-13,x,-23,-41,x,-21
CCOCC(=O)Nc1ncc(S(=O)(=O)c2ccc([N+](=O)[O-])cc2)s1,-2,-7,0,13,17,6,-6,17,-9,1,-13
COc1cc(Cl)c(C)cc1NC(=O)COC(=O)C1CC1C (stereo unspecified),0,-17,2,-13,6,-9,-1,-28,10,-6,-15
O=C(CSCc1c(F)cccc1Cl)Nc1ccccc1C(=O)N1CCOCC1,11,-2,16,12,16,-4,0,20,-17,2,6
O=C(NCC(c1ccco1)N1CCN(c2ccc(F)cc2)CC1)c1cccs1 (stereo unspecified),-1,-5,10,1,-4,-7,0,-9,-24,5,-16
COC(=O)c1cc(S(=O)(=O)NCC(C)c2ccccc2)cn1C (stereo unspecified),2,-6,25,22,5,-8,-6,-5,-2,-3,-26
O=S1(=O)CCN2N=C(C34CC5CC(CC(C5)C3)C4)SC2=N1,-20,4,3,8,-15,-3,-18,-5,-11,1,12
Cn1cnc(S(=O)(=O)NC2CCN(Cc3ccccc3)CC2)c1,4,6,3,-19,5,1,-6,-13,-6,-4,-15
O=C(NCc1ccccc1F)C1CCN(C(=O)Nc2ccc(F)cc2)CC1,4,-5,12,99*,-5,11,-9,-17,13,3,2
CCN(CC(=O)Nc1ccc(OC)cc1)C(=O)c1ccccc1Sc1ccccc1C#N,-2,7,11,7,6,-1,5,7,-22,-8,9
CCNC(=O)Nc1ccc2c(c1)c(=O)n(C)n2CC=C(C)C,-13,0,-6,-6,19,4,x,7,-9,x,-15
O=c1[nH]nc(SCc2ccccc2)n1C1CC2C=CC1C2 (stereo unspecified),-4,3,6,-9,-2,4,-7,-7,11,-7,-7
O=C(NC(=S)N1CCOCC1)c1ccc(F)cc1,-1,-7,-7,1,22,1,-4,-26,1,7,-20
CCOc1ccc(NC(=O)CN(C)C(=O)c2ccc(OCC3CCCO3)cc2)cc1OCC (stereo unspecified),-2,10,-3,1,2,-1,7,5,-11,5,18
CC1(c2ccccc2)NC(=O)N(CC(=O)NCC2CCCO2)C1=O (stereo unspecified),2,12,7,0,-4,-3,-1,-5,-6,-5,2
O=C(CN1CCN(c2ccccn2)CC1)Nc1ccc(Br)cc1,9,-7,3,-12,-3,19,4,3,6,-6,8
O=C(CC1(CC2=NS(=O)(=O)c3ccccc3N2)CCCC1)NCCc1ccccc1,22,-4,-3,0,-1,-3,12,5,-24,-4,-8
CCCc1ncc(C(O)c2ccc(OC)cc2)n1C (stereo unspecified),9,-4,4,13,3,0,-14,7,7,3,-43
COc1ccccc1-n1c(SCC(=O)Nc2ccc(Br)cc2)nc(O)cc1=O,-2,0,7,25,13,28,-2,17,-16,-5,-8
CC(C)(C)NC(=O)c1nn(Cc2ccccc2)c(=O)c2ccccc12,4,-6,12,11,-8,11,-6,-14,14,-4,-1
Cc1ccc(CN2CCN(Cc3ccc(OC(C)C)cc3)CC2CCO)o1 (stereo unspecified),0,-9,18,-2,-7,16,8,4,-7,-11,-5
Cc1ccc(F)cc1NC(=O)CSCc1nc2sc(C)c(C)c2c(=O)[nH]1,17,3,8,19,41,3,-2,3,6,-13,4
COc1cc2cc(C(=O)O)n(C)c2c(OC)c1OC,10,2,6,-11,4,-7,7,0,-6,-3,12
O=C(CC[C@H]1O[C@@H](n2ccc(=O)[nH]c2=O)[C@H](O)[C@@H]1O)NCc1ccco1,-2,-9,9,-7,-10,-8,x,-14,-23,x,-8
O=C1CCCCC1C(O)(C(=O)c1ccccc1)c1ccccc1 (stereo unspecified),7,3,-2,-4,6,12,-3,3,-1,-3,-24
O=C(O)CC1S/C(=N/N=C/c2ccc([N+](=O)[O-])cc2)N(c2ccc(O)cc2)C1=O (stereo unspecified),-19,-8,-3,3,-24,-4,6,-2,-20,-9,-10
O=C(/C=C/c1ccc(S(=O)(=O)N2CCOCC2)cc1)OCC(=O)c1ccc([N+](=O)[O-])cc1,8,-8,1,-4,-17,-10,9,-3,0,4,-6
CCCC(NC(=O)C(C)NC(=O)CO/N=C1\C=C2CCC3C4CCC(C(C)=O)[C@@]4(C)CCC3[C@@]2(C)CC1)C(=O)O (stereo partly specified),21,3,-21,-22,-6,22,-3,-10,0,6,12
COc1ccc(CC2(CO)CCN(C(C)COc3ccccc3)CC2)cc1 (stereo unspecified),1,-6,-2,-2,-10,0,-14,-18,-24,-5,-5
CCCN1C(=O)c2cccc3c(N4CCCCC4)ccc(c23)C1=O,9,9,0,-34,-7,9,2,-63,-6,-7,-10
Cc1ccn2c(=O)nc(SCC(=O)NCc3ccc4c(c3)OCO4)nc2c1,2,-13,-16,-2,-10,-1,-4,-12,4,-4,-20
Cc1cccc(NC(=S)NCc2ccc3c(c2)OCO3)c1,-8,0,9,-34,6,-17,3,-4,1,2,3
CN(C)CC(CCCCC(CN(C)C)C(=O)c1ccccc1)C(=O)c1ccccc1 (stereo unspecified),11,16,2,15,7,-9,0,-3,13,-17,1
O=C(CN1CCN(C(=O)c2cncn2-c2ccc(F)cc2)CC1)Nc1ccccc1C(F)(F)F,-2,4,-19,0,12,-17,-3,7,12,-1,-4
CC1(C)Cc2c(c(-c3ccco3)nc3sc4c(NCCCO)ncnc4c23)CO1,-21,-6,-17,4,21,-17,0,24,-11,8,-27
CCOc1ccc(/C=C/C(=O)OCC(=O)c2ccccc2OC)cc1OC,x,0,11,-35,2,2,-8,-25,-10,16,x
COc1ccc(Nc2nc(C)cc(=O)[nH]2)cc1,10,9,4,14,7,1,-2,16,-9,-2,-14
CC(C(=O)NCCCc1ccccc1)c1ccc([N+](=O)[O-])cc1 (stereo unspecified),-18,-7,3,-12,-18,-4,-4,7,-12,7,-5

# Look-ups from the entries so far:
# `CCOc1ccc(/C=C/C(=O)OCC(=O)c2ccccc2OC)cc1OC` – NCOA1 inh: -10
# `CC(C(=O)NCCCc1ccccc1)c1ccc([N+](=O)[O-])cc1` (stereo unspecified) – NCOA1 inh: -12
